HePTP inhibitor = inhibitors of human HePTP phosphatase; P35236; AID 521; recombinant HePTP phosphatase activity, OD absorbance; 110,000 tested, 0.64% active; inhibition, % at 20 µM; in the data active means inhibition above about 50%;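 further: plate controls were vehicle for no effect and reference inhibitor for full effect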
Target sequence (P35236 whole entry, looked up): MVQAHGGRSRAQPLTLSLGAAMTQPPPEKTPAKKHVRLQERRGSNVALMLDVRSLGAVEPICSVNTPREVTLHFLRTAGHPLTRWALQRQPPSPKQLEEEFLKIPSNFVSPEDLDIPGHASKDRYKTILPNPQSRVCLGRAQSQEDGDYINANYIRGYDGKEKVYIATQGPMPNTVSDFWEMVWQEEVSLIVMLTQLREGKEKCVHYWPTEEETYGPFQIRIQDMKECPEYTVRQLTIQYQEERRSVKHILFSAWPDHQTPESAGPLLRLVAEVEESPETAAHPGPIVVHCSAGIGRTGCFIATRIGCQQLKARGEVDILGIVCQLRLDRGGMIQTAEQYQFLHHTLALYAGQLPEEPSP
BAP1 block = human BAP1 deubiquitinase inhibition; Q92560; recombinant BAP1, Ub-AMC hydrolysis fluorescence kinetic; active compounds read low; activity remaining (% of control), % at 20 µM; 72,000 tested, 0.48% active; AID 436;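 active means activity remaining at or below 50% of control, provided the compound also passes the data quality filters; inactive means the rest, including low values that fail the filters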;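 further: 100% = DMSO wells rate and 0% = substrate alone blank rate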
Target sequence (Q92560 whole entry, looked up): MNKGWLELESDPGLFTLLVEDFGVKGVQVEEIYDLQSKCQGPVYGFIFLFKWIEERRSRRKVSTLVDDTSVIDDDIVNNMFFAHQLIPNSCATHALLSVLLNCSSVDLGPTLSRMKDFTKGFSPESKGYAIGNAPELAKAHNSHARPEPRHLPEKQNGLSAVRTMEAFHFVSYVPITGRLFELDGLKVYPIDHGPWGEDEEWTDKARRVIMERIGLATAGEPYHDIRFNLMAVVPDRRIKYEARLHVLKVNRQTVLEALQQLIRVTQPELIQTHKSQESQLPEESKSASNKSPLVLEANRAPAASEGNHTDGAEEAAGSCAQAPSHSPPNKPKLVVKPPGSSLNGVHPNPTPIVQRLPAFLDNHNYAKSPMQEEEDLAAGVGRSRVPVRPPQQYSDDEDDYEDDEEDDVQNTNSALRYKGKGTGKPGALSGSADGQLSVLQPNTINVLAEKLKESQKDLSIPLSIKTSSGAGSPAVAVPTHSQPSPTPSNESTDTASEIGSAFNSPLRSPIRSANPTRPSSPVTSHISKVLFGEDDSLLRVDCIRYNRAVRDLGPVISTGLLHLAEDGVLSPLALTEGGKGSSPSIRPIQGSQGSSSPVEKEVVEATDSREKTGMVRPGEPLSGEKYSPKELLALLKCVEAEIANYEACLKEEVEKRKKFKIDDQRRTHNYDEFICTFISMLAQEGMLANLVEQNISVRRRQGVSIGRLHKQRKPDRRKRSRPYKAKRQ
Starred values were filed as active, the others as inactive; . = not tested or not shown; & = joins results of further samples.

HePTP inhibitor,BAP1 block,Structure
8.2,.,N/C(=N\OC(=O)c1ccccc1I)c1ccccn1
-0.5,114.5,Fc1ccccc1CCNc1nnnn1-c1ccccc1
8.4,.,COc1ccc(N(CC(=O)Nc2ccccc2Cl)S(=O)(=O)c2ccccc2)cc1Cl
3.4&-2.1,118.8,CCn1nnnc1-c1ccc(OC)c(S(=O)(=O)NCc2ccccc2)c1
-5.2,.,CN1C(=O)/C(=C/c2ccc(O)c(O)c2)SC1=S
1.5,55.6,COc1ccc2nc(/N=C\N(C)C)sc2c1
9.2,.,COc1ccc(C(NS(=O)(=O)c2ccc(C)c([N+](=O)[O-])c2)c2ccccc2)cc1 (stereo not given)
.,85.9,O=C(c1cccc(S(=O)(=O)NC2CCCCCC2)c1)N1CCCc2ccccc21
-0.3,91.5,CCOc1ccc(/C(O)=C2/C(=O)C(=O)N(Cc3cccnc3)C2c2ccc(N(C)C)cc2)c(C)c1 (stereo not given)
-2.3,86.1,Cc1ccc2oc(=O)c3cnn(CC(=O)N4CCN(c5ccccn5)CC4)c3c2c1

Next section, starting with the last 3 of the part before.
HePTP inhibitor,BAP1 block,Structure
.,85.9,O=C(c1cccc(S(=O)(=O)NC2CCCCCC2)c1)N1CCCc2ccccc21
-0.3,91.5,CCOc1ccc(/C(O)=C2/C(=O)C(=O)N(Cc3cccnc3)C2c2ccc(N(C)C)cc2)c(C)c1 (stereo not given)
-2.3,86.1,Cc1ccc2oc(=O)c3cnn(CC(=O)N4CCN(c5ccccn5)CC4)c3c2c1
-5.2,.,Cc1ccc(NC(=O)C2CCC(C)(C(=O)NN)C2(C)C)cc1 (stereo not given)
8.3,97.9,CC(=O)N1CCCc2cc(S(=O)(=O)N(C)CCC#N)ccc21
.,63.4,COCCOC(=O)c1ccc(NC(=O)CN2C(=O)c3ccccc3C2=O)cc1
4.9,.,O=C1CC(NCc2ccc(Cl)cc2)C(=O)N1c1ccc(Br)cc1 (stereo not given)
8.0,80.8,CCn1c(SCC(=O)c2ccc(NS(=O)(=O)c3ccccc3)cc2)nnc1-c1cccs1
0.9,.,O=C(NCc1ccccn1)C(=O)N/N=C/c1ccccc1F
0.3,.,C=C(C)c1cccc(C(C)(C)NC(=O)Nc2ccccc2F)c1
-1.7,93.9,COCCn1nnnc1C(c1cc(OC)ccc1OC)N1CCc2ccccc2C1 (stereo not given)
4.6,.,O=C1NN(c2ccccc2)C(=O)/C1=C\c1ccc(Cl)cc1Cl
.,58.4,CC(=O)c1c(C)oc2ccc(NS(=O)(=O)c3ccccc3)cc12
5.0,56.7,O=C(Oc1cccc(-n2cnnn2)c1)c1sc2ccccc2c1Cl
-5.4,95.3,CCOC(=O)c1c(C)c(C(=O)NCCCN2CCCC2=O)c(C)n1CC
2.3,76.9,COc1cccc(-c2cc(C(=O)Nc3cnn(Cc4ccc(F)cc4)c3)no2)c1
8.9,109.5,CCC1CCCCN1Cc1nc2c(c(=O)n(C)c(=O)n2C)n1Cc1ccccc1 (stereo not given)
-8.3,96.5,CCNc1nc(NCC)n2c(SCc3ccc(F)cc3)nnc2n1
-2.2,.,Cc1sc(NC(=O)C2CC3CCC2C3)c(C(N)=O)c1C (stereo not given)
10.3,99.3,CCC(=O)Nc1cc(C)c(NC(=O)C23CC4CC(CC(C4)C2)C3)cn1
-1.5,.,COc1ccccc1NC(=O)C1=C(C)NC(=S)NC1c1cccc([N+](=O)[O-])c1 (stereo not given)
-0.9,51.0,CCCn1c(C(O)c2cc(OC)c(OC)c(OC)c2)nc2ccccc21 (stereo not given)
-6.5,.,CC[N+]1=C(/C=C/Nc2ccccc2)SCC1

Six entries drawn at random from the list so far, as already listed:
HePTP inhibitor,BAP1 block,Structure
-1.7,93.9,COCCn1nnnc1C(c1cc(OC)ccc1OC)N1CCc2ccccc2C1 (stereo not given)
4.6,.,O=C1NN(c2ccccc2)C(=O)/C1=C\c1ccc(Cl)cc1Cl
4.9,.,O=C1CC(NCc2ccc(Cl)cc2)C(=O)N1c1ccc(Br)cc1 (stereo not given)
-0.3,91.5,CCOc1ccc(/C(O)=C2/C(=O)C(=O)N(Cc3cccnc3)C2c2ccc(N(C)C)cc2)c(C)c1 (stereo not given)
8.3,97.9,CC(=O)N1CCCc2cc(S(=O)(=O)N(C)CCC#N)ccc21
-8.3,96.5,CCNc1nc(NCC)n2c(SCc3ccc(F)cc3)nnc2n1

Further results.
HePTP inhibitor,BAP1 block,Structure
-3.6,.,O=C(N/N=C/c1ccc(O)cc1)c1cccc(Cl)c1
12.7,.,O=C(c1ccc(F)cc1)N1CCN(c2ccc(F)cc2)CC1
-8.7,.,CCc1ccccc1NC(=O)c1cc(-c2cccs2)nc2ccccc12
2.8,86.5,COc1cc(C2N=C(c3ccccc3)NO2)cc(Br)c1O (stereo not given)
5.6,98.6,NC(=O)CSc1c[nH]c2ccccc12
2.4,86.6,CSCC[C@@H](C(=O)Nc1ccc2c(c1)OCCO2)N1Cc2ccccc2C1=O
-12.0,54.0,O=C1CN(c2ccc(Cl)cc2)C(=O)N1
.,95.0,CC(C)(C)c1ccc(OCC(=O)Nc2ccc3oc(-c4ccncc4)nc3c2)cc1
2.9,.,O=C(N=Nc1c(O)n(CN2CCCCCC2)c2ccccc12)c1cccnc1
-12.0,.,CCN(CC)c1ccc(/C=N/Nc2nc(-c3cc4cccc(OC)c4oc3=O)cs2)c(O)c1
8.5,.,COc1cc([N+](=O)[O-])cc2c1N=C(c1ccc(Br)cc1)NO2
3.5,98.5,COc1cc(C(c2nnnn2C(C)(C)C)N2CCN(c3nc4ccccc4s3)CC2)ccc1O (stereo not given)
11.2,.,CCN(CC)CCNC(=O)Cn1nc(C)c2ccccc2c1=O
4.7,74.2,CN(C)S(=O)(=O)N1CCN(C(=O)c2ccccc2Cl)CC1
-3.2&-8.3,73.9,C=CCc1cccc(/C=N/c2nc3ccccc3n2CC)c1O
6.5,.,COc1ccc(C2CC(=O)C3=C(C2)Nc2ccccc2NC3c2coc3c(Cl)cc(Cl)cc3c2=O)cc1 (stereo not given)
-5.6,95.7,CN(C)Cc1nc2c([nH]1)c(=O)n(C)c(=O)n2C
-3.5,105.7,Cc1ccc2c(c1)cc(C)c1nnc(SCC(=O)NCc3ccco3)n12
-3.3,72.7,Cc1cc(C)n(-c2nncn2/N=C/c2ccccc2F)n1
5.7,93.2,COc1cccc2sc(Nc3nnc(-c4cccs4)o3)nc12
3.9,89.3,CC(C)=CCC/C(C)=C/CN(CC(C)O)CC(C)O (stereo not given)
6.4,.,CCC(=O)Nc1ccc(NC(=O)c2cc(Cl)ccc2OC)cc1
4.7,.,COc1ccc(N2C(=O)C3C4C=CC(C4=C(C)C)C3C2=O)c([N+](=O)[O-])c1 (stereo not given)
5.2,.,CCOc1ccc2nc(NC(=O)CCC(=O)O)sc2c1
6.8,.,COc1ccc(Nc2nc(-c3ccc(C)cc3)c(C)s2)cc1
4.7,.,CC(=O)C1=C(O)C(=O)N(c2nc3ccccc3s2)C1c1ccccc1 (stereo not given)
2.2,108.9,Cc1ccc(-c2cc(C(=O)NCc3ccco3)no2)cc1
5.5,110.1,CCOC(=O)c1cc2ccccc2nc1C
.,176.6,COC(=O)c1cc(N)cc([N+](=O)[O-])c1
.,77.2,Cc1cc(O)ccc1-n1c(=O)c2cc3c(=O)n(-c4ccc(O)cc4C)c(=O)c3cc2c1=O
6.1,104.4,CCCC(c1nnnn1Cc1ccccc1)N1CCC(C(N)=O)CC1 (stereo not given)
2.8,.,CCCCN(CCCC)C(=O)c1cccc([N+](=O)[O-])c1C
6.2,104.6,COCCNC(=O)c1ccc(CS(=O)(=O)c2ccc(C)cc2)o1
5.0,.,COc1ccc(Cl)cc1NC(=O)c1cc2cc([N+](=O)[O-])ccc2oc1=O
5.3,.,Cc1cc(NC(=O)c2ccc(Oc3ccc([N+](=O)[O-])cc3)cc2)no1
-11.3,.,COc1ccc(C(N)=O)cc1NC(=O)c1ccc(Cl)c(Cl)c1
7.4,86.3,CN(C)c1ccc(C2C3C(=O)NC(=O)C3ON2c2ccc(Cl)cc2)cc1 (stereo not given)
-3.6,.,CCN(CC)c1ccc(/C=C2/SC(=O)N(CNc3ccc(OC)c(Cl)c3)C2=O)cc1
13.8,64.7,Cc1cc(-n2nc(C)cc2C)n2ncc(-c3ccccc3)c2n1
-6.9,.,Cc1ccc(C(=O)Nc2cc(Cl)ccc2C)cc1C
8.5,.,COc1cc(/C=C2\SC(=S)N(c3ccc(C)cc3C)C2=O)cc(Br)c1O
8.6,104.3,O=C(Nc1ccc2c(c1)oc1ccccc12)c1ccncc1
3.0,.,Cc1ccc(NC(=O)C2COc3ccccc3O2)cc1C (stereo not given)
104.2*,.,O=C(c1cccc([N+](=O)[O-])c1)c1ccc2c(c1)C(=O)NC2=O
4.3,.,CSc1ccccc1NC(=O)CSc1nc2ccccc2o1
1.9,.,CCOc1cc(/C=c2\sc3nc4cc(C)c(C)cc4n3c2=O)ccc1O
6.5,81.6,O=C1CC2(CCCCC2)Oc2ccc(O)cc21
.,147.1,Cc1ccc(OC(=O)c2ccc(C)c([N+](=O)[O-])c2)cn1
-12.5,81.3,CC(C)Sc1nc2c(cnn2-c2ccccc2)c(=O)[nH]1
4.9,.,C/C(=N\NC(=O)c1[nH]nc2c1CCc1ccccc1-2)c1ccccc1O

More structures follow:
HePTP inhibitor,BAP1 block,Structure
-14.1,.,CCOc1c(C=C(C#N)C#N)c2ccccc2n1CC
9.0,96.4,CCCCN=C(N)/C(C(=O)OCC)=C(\O)c1ccc(OC)cc1
8.7,113.0,C=CCOC(=O)Nc1c(C(=O)OC)[nH]c2ccccc12
-6.8,.,Cn1c(=O)c2c(nc3n2CC(=O)N3c2cccc(Cl)c2)n(C)c1=O
3.9,.,COc1cc(NC(=O)COc2ccc(C)c(C)c2)c(OC)cc1Cl
7.9,.,CCC(C)NC(=O)c1ccc(CN(c2ccc(C)c(C)c2)S(C)(=O)=O)cc1 (stereo not given)
3.2,.,CCOC(=O)COc1cc2c3c(c(=O)oc2cc1C)CCCC3
5.1,102.1,COc1ccc(S(=O)(=O)Cc2ccc(C(=O)NCCCN(C)c3ccccc3)o2)cc1
1.5,.,O=C(CN(c1ccc(F)cc1)S(=O)(=O)c1ccccc1)N1CCCCCC1
4.1,71.4,CCOCCCNS(=O)(=O)Cc1ccccc1
-1.8,76.2,O=C(O)CCC(=O)Nc1ccc(C(=O)OC2CCCCC2)cc1
2.2,65.3,Cc1ccc(CCNC(=O)c2nnn(-c3cc(C)cc(C)c3)c2N)cc1
-2.7,93.6,Cn1c(=O)n(CCCOc2ccc(Cl)cc2)c2ccccc21
-11.5,.,O=C(CCNc1ccc(Cc2ccncc2)cc1)c1cccc([N+](=O)[O-])c1
4.8,.,Cc1sc(NC(=O)CC(c2ccccc2)c2ccccc2)c(C(N)=O)c1C
5.6,57.9,COc1ccc(S(=O)(=O)N2CCC(C(=O)NCc3ccccn3)CC2)cc1Cl
-0.5,.,CC(C)Oc1ccc(C2C3=C(CC(C)(C)CC3=O)Nc3ccccc3N2C(=O)Cc2ccccc2)cc1 (stereo not given)
.,186.9,COc1cc(C=Nc2c(C)n(C)n(-c3ccccc3)c2=O)cc(OC)c1OC
3.2,96.8,COc1ccc(S(=O)(=O)Nc2nnc(C)s2)cc1
5.3,91.7,O=C(CN(C(=O)CCC(=O)Nc1nccs1)c1ccc2c(c1)OCCO2)NCc1ccco1
-21.6,.,CCOC(=O)c1c(NC(=O)CCCOc2ccc(Cl)cc2Cl)sc(C)c1C
6.3,.,CC(C)Nc1oc(-c2cccc3ccccc23)nc1C#N
-5.3,82.2,CN(C)c1cccc(C(=O)OCC(=O)NCC2CCCO2)c1 (stereo not given)
-1.5,88.5,Cc1ccc(N2CC(c3nc4ccccc4n3C)CC2=O)cc1C (stereo not given)
-10.3,86.6,CN1CCN(Cc2c(O)ccc3c(=O)c(Oc4ccccc4Cl)c(C(F)(F)F)oc23)CC1
-9.8,.,COC(=O)C1=C(C)NC2=C(C(=O)c3ccccc32)C1c1ccc(-c2ccc([N+](=O)[O-])cc2OC)o1 (stereo not given)
8.0,.,Cc1ccc(Cl)cc1NC(=O)c1ccccc1N(Cc1ccccc1)S(=O)(=O)c1ccccc1
6.8,.,O=C1NC(=S)NC(=O)C1=Cc1cn(CCOc2ccc(Br)cc2)c2ccccc12
5.7,98.9,COc1ccc(NC(=O)c2cccc(-n3cnnn3)c2)cc1
-15.1,.,CC(C)C(=O)NCCN1CCOCC1
7.5,.,Cc1ccc(NC(=O)/C(=C/c2ccccc2Cl)NC(=O)c2ccc(C)cc2)cc1
.,109.4,CCN(CC)c1ccc(C(=O)OCC(=O)N2CCN(c3ccccc3)CC2)cc1
-10.2,99.6,COC(=O)C(=O)c1c[nH]c2ccccc12
2.6,83.7,Cc1c(NS(=O)(=O)c2ccccc2)cc(Cl)c(O)c1C
-4.8,.,CCCc1nc2ccccc2n1CC(O)COc1ccc([N+](=O)[O-])cc1 (stereo not given)
-6.2,.,CC1CN(C(=O)c2cc(-c3ccccc3)nc3ccccc23)CC(C)O1 (stereo not given)
9.3,.,COc1ccc(N=Cc2c(O)n(-c3cc(OC)ccc3OC)c(=O)[nH]c2=O)cc1
5.6,99.4,CCOC(=O)c1[nH]c2ccccc2c1N=CN(CC)CC
-0.8,161.4,CN(CCOC(=O)c1cccc(Br)c1)C(C)(C)C
2.3,.,O=C(/C=C/c1ccc(-c2cccc([N+](=O)[O-])c2)o1)Nc1ccc(Cl)cc1
18.2,.,CC(C)C(C(=O)O)N1C(=O)/C(=C\c2ccccn2)SC1=S (stereo not given)
-4.5,84.0,O=C(Nc1nnc(SCc2ccc(Cl)cc2)s1)c1ccco1
0.9,123.8,Cc1cc(C(=O)N2CCCC2C(=O)O)c(C)o1 (stereo not given)
-17.8,.,COc1ccc(OC)c(/C=C/C(=O)Nc2ccc(OC)cc2OC)c1
6.0,59.1,CCCCN1CCc2c([nH]c3ccc(C)cc23)C1=O
-0.7,100.8,CCc1c(C)nc(N)n2c(SCC(=O)N3CCN(c4ccccc4F)CC3)nnc12
12.1,94.4,Cc1nc2ccc(S(=O)(=O)NCC(=O)N3CCCCC3)cc2s1
6.4,104.6,CCCCCCC1C(C#N)=C(N)OC2=C1C(=O)CCC2 (stereo not given)
6.7,80.6,CC#CCN(CC#CC)S(=O)(=O)c1ccc(-n2cnnn2)c(OC)c1

Outcome played no part in choosing rows, and some 0.95% of all compounds hit somewhere here.
